Screens (PubChem BioAssay)
FECH block – inhibitors of human ferrochelatase, primary screen, biochemical, purified FECH, Ni-mesoporphyrin absorbance; Ni-mesoporphyrin absorbance 550 nm; 3.3% of 20,000 active; calls only at 10 µM (by protocol); AID 1671448, 2021;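 active = enzyme reaction rate more than 3 SD below the solvent-only control wells on the same plate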;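 note: lower slope than DMSO wells means FECH inhibition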
Target sequence (P22830 whole entry, looked up): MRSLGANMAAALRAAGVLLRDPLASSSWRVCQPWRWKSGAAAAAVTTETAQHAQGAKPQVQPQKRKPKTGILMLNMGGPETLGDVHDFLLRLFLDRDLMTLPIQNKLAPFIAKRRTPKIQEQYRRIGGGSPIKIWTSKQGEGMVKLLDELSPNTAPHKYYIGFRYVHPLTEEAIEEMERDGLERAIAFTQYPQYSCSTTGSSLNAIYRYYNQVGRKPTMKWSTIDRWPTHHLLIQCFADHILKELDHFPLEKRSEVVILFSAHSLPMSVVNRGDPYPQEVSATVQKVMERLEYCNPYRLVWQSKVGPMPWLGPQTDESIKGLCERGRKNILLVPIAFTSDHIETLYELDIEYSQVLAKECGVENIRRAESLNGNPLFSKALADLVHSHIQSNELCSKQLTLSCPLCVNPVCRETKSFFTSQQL
Calls only; i = inactive.

SMILES	FECH block
CN(C)[C@@H]1C[C@@H](C(=O)O)N(C(=O)Cc2ccccc2OCc2ccccc2)C1	i
CCCc1cc(C(=O)N2CCC3(CC2)C(=O)NCCN3C)ccn1	i
CN(C)C(=O)CN1CC=C(c2cnn(-c3nccc4ccccc34)c2)CC1	i
c1ccc([C@@H]2CN(c3nnnn3-c3ccccc3)[C@@H]3C4CCN(CC4)[C@@H]32)cc1	i
C/C=C/CC(=O)N1CCCC2(CCN(C)CC2)CC1	i
Cc1cc(NC(=O)CN2C[C@@H](c3ccccc3)[C@@H]3[C@H]2C2CCN3CC2)no1	i
COc1ccccc1[C@@H]1CN(C(=O)Cn2nccc2C)[C@@H]2C3CCN(CC3)[C@@H]21	i
CC(=O)Nc1cccc(NC(=O)c2cccn(Cc3ccccc3F)c2=O)c1	i
O=S1(=O)N(Cc2ccccc2)CCCN1Cc1ccc(F)cc1Cl	i
Cc1nc(C(F)(F)F)nc(N2CCC3(CCN(C)C3)CC2)c1C	i
CC(Cc1ccccn1)N(C)Cc1ccc2c(c1)OCCO2 (stereo not given)	i
Cc1cccnc1CN1CCN(C(=O)COc2cccnc2)CC1	i
Cc1cccc(C(C)C)c1NC(=O)CNC(C)Cc1cnccn1 (stereo not given)	i
COC(=O)c1ccc(NC(=O)c2cccn(Cc3ccc(Br)cc3)c2=O)cc1	i
CCOc1ccc(C2NCCc3[nH]cnc32)cn1 (stereo not given)	i
O=C(CSCc1ccccc1Cl)NCCc1cnc[nH]1	i
Cc1ccc(C)c(-n2cc(C3=CCN(Cc4noc(C5CC5)n4)CC3)cn2)c1	i
c1ccc(C(c2ccccc2)c2ncc[nH]2)cc1	i
CCC(NC(C)=O)C1=CCN(CCc2c[nH]c3ccccc23)CC1 (stereo not given)	i
CN1CCC2(CCN(Cc3ccncc3Cl)CC2)C1	i
Cc1ccc(C)c(Cn2cccc(C(=O)Nc3nc(C)cs3)c2=O)c1	i
COc1cccc(CN2CCCN(Cc3ccccc3)S2(=O)=O)c1	i
CCOC(=O)c1ccc(CN2CCC3(CC2)C(=O)Nc2ccccc23)o1	i
O[C@H]1C[C@@H]2CN(Cc3cccn3-c3ccc(Cl)cn3)C[C@@H]2C[C@@H]1O	i
c1ccc(CCN(Cc2cccnc2)Cc2ccsc2)cc1	i

Ordered by SMILES length (falling): some entries from above.
SMILES	FECH block
c1ccc([C@@H]2CN(c3nnnn3-c3ccccc3)[C@@H]3C4CCN(CC4)[C@@H]32)cc1	i
COc1ccccc1[C@@H]1CN(C(=O)Cn2nccc2C)[C@@H]2C3CCN(CC3)[C@@H]21	i
Cc1cc(NC(=O)CN2C[C@@H](c3ccccc3)[C@@H]3[C@H]2C2CCN3CC2)no1	i
O[C@H]1C[C@@H]2CN(Cc3cccn3-c3ccc(Cl)cn3)C[C@@H]2C[C@@H]1O	i
CN(C)[C@@H]1C[C@@H](C(=O)O)N(C(=O)Cc2ccccc2OCc2ccccc2)C1	i
Cc1ccc(C)c(-n2cc(C3=CCN(Cc4noc(C5CC5)n4)CC3)cn2)c1	i
COC(=O)c1ccc(NC(=O)c2cccn(Cc3ccc(Br)cc3)c2=O)cc1	i
CN(C)C(=O)CN1CC=C(c2cnn(-c3nccc4ccccc34)c2)CC1	i
CC(=O)Nc1cccc(NC(=O)c2cccn(Cc3ccccc3F)c2=O)c1	i
CCOC(=O)c1ccc(CN2CCC3(CC2)C(=O)Nc2ccccc23)o1	i
Cc1ccc(C)c(Cn2cccc(C(=O)Nc3nc(C)cs3)c2=O)c1	i
Cc1nc(C(F)(F)F)nc(N2CCC3(CCN(C)C3)CC2)c1C	i
CCCc1cc(C(=O)N2CCC3(CC2)C(=O)NCCN3C)ccn1	i
O=S1(=O)N(Cc2ccccc2)CCCN1Cc1ccc(F)cc1Cl	i
COc1cccc(CN2CCCN(Cc3ccccc3)S2(=O)=O)c1	i
Cc1cccc(C(C)C)c1NC(=O)CNC(C)Cc1cnccn1 (stereo not given)	i
Cc1cccnc1CN1CCN(C(=O)COc2cccnc2)CC1	i
CC(Cc1ccccn1)N(C)Cc1ccc2c(c1)OCCO2 (stereo not given)	i
C/C=C/CC(=O)N1CCCC2(CCN(C)CC2)CC1	i
c1ccc(CCN(Cc2cccnc2)Cc2ccsc2)cc1	i
O=C(CSCc1ccccc1Cl)NCCc1cnc[nH]1	i
CN1CCC2(CCN(Cc3ccncc3Cl)CC2)C1	i
CCOc1ccc(C2NCCc3[nH]cnc32)cn1 (stereo not given)	i

The listing continues.
SMILES	FECH block
COc1cc(Cl)cc(CN2CCN(CC3CC3)CC2)c1OC	i
Nc1ncccc1CN1CCCC(C(=O)c2cccc3ccccc23)C1 (stereo not given)	i
CC(Cn1cncn1)NCc1noc(-c2ccco2)n1 (stereo not given)	i
Cc1cc(NC(=O)c2cccn(Cc3cccc(C(F)(F)F)c3)c2=O)no1	i
Cc1nc(C)c2c(n1)OC(CN1CCC3(CC1)C(=O)Nc1ccccc13)C2 (stereo not given)	i
CNc1ccnc(NCCC23CCCN2CCC3)n1	i
NC(=O)c1ccc(NC(=O)c2cccn(Cc3ccccc3F)c2=O)cc1	i
CCOC(=O)Cc1csc(NC(=O)c2cccn(Cc3cc(C)ccc3C)c2=O)n1	i
C/C(=C\c1ccco1)CN(C)C(C)Cc1cc(C)ccn1 (stereo not given)	i
Cc1ccnc(CC(C)N(C)Cc2cc(Cn3cncn3)c(C)cc2C)c1 (stereo not given)	i
O=C(CCC(F)(F)F)N1CCC2(CCNCC2)CC1	i
Fc1cccc([C@@H]2CN(CCCn3cnnn3)[C@@H]3C4CCN(CC4)[C@@H]32)c1F	i
CCCn1cc(CN2C[C@H](c3ccccc3)[C@@H]3[C@H]2C2CCN3CC2)c(C)n1	i
O=C(c1cnn2c1CCCC2)N1C[C@H](c2ccccc2)[C@@H]2[C@H]1C1CCN2CC1	i
Clc1ccc(Cl)c(C2NCCc3[nH]cnc32)c1 (stereo not given)	i
Cc1ccnc(CC(C)N(C)Cc2ccc3c(C)cc(=O)oc3c2)c1 (stereo not given)	i
c1ccc(CN2CC[C@H]3CC[C@@H](C2)N3)nc1	i
FC(F)(F)CCN1CCC2(CCNCC2)C1	i
O=S1(=O)N(Cc2ccc(Cl)cc2)CCCN1Cc1cccc(F)c1	i
CCC/C=C/c1csc(CN2CCNCC2)c1	i
Cc1nc(CNC(C)Cn2cncn2)cs1 (stereo not given)	i
CCCNC(=O)CN1CCCN(Cc2ccccc2)S1(=O)=O	i
c1cn(CCc2cnc[nH]2)c(C2CCOC2)n1 (stereo not given)	i
Cc1cccc(C(C(=O)NCCc2cnc[nH]2)N(C)C)c1 (stereo not given)	i
Cc1ccc2nc(CCNC(C)C)[nH]c2c1	i
Cc1ccc(C)c(Cn2cccc(C(=O)Nc3ccon3)c2=O)c1	i
c1ccc(CCN2CCCC3(CCNC3)C2)cc1 (stereo not given)	i
Fc1cccc([C@H]2CN(Cc3ccco3)[C@@H]3C4CCN(CC4)[C@H]23)c1F	i

An excerpt (hit frequency here may not be typical).
